Bioassay records from PubChem.
M18AAP inhibitor – blocks P. falciparum M18 aspartyl aminopeptidase; recombinant PfM18AAP, H-Glu-NHMec fluorogenic cleavage; inhibition, % at 7.35 µM; 1.2% of 290,000 active;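 active means inhibition above the campaign mean inhibition over all tested compounds plus 3 SD, cut at about 28% in these data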;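 further: 0% = plate median of test compound wells and 100% = 2 mM ZnCl2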
NALP1 yeast inh – inhibitors of NALP1 inflammasome in yeast; inhibition, % at 10 µM; S. cerevisiae NALP1/ASC/caspase-1 growth, X-gal OD620, 72 h; 0.61% of 280,000 active; in the data active means inhibition mostly above about 24%, no sharp cut-off; inactive means mostly below about 32%; further: some compounds called inactive have numbers as strong as hits
GalR3 antagonist – antagonists of human GalR3; 0.44% of 360,000 active; O60755; HEK293 GalR3-CNG cAMP membrane potential fluorescence; galR3 body fused to GalR1 C-terminus; inhibition, % at 3 µM;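 active means inhibition above the screen-wide average plus 3 SD, cut at about 13% in these data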;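 further: forskolin and galanin both at EC90 stimulate the cells; cAMP rise reported by CNG channel membrane potential dye signal; 0% = forskolin plus galanin with DMSO and 100% = forskolin alone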
Target sequence (O60755 1-299 limits assumed): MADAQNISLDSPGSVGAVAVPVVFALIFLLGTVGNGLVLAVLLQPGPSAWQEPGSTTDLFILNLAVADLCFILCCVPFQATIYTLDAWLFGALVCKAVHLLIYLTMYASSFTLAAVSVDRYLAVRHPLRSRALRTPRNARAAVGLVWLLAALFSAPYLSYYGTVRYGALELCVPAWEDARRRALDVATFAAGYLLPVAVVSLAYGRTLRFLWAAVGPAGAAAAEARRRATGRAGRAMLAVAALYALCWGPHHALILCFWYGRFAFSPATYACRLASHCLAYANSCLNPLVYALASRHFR
OXTR agonist – agonists of human oxytocin receptor. 0.32% of 320,000 active. CHO-OTR cells, Fluo-8 calcium fluorescence; normalized: DMSO 0%, oxytocin 100%. activation, % at 3 µM. AID 2435;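 active means activation above the mean of all tested compounds plus 3 SD, cutoff set per screening run, cut at about 20% in these data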;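 further: peak over basal fluorescence ratio from a 100 s FLIPR kinetic read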
MEKK2 mut-MEK5 – signal of MEK5 binding to mutant human MEKK2 PB1 domain; AID 1530; bead flow cytometry, Alexa488-MEK5 binding to MEKK2 mutant; percent response, % at 10 µM; 0.35% of 290,000 active; in the data active means percent response above about 24%, passing the limit was not always enough; further: inactives centre near 1; some results filed as inactive read as strong as hits
OXTR potentiate – potentiators of human oxytocin receptor. AID 2445. CHO-OTR cells, Fluo-8 calcium fluorescence, potentiator mode; 0% = oxytocin EC15, 100% = EC100. 0.061% of 320,000 active. P30559. activation, % at 3 µM;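 active means activation above that plate's cutoff, the mean activation of tested compounds plus 3 SD, cut at about 6.6% in these data, passing the limit was not always enough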;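 further: 100% uses oxytocin at 75 nM as the full agonist control; some results filed as inactive read as strong as hits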
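System: human OTR in CHO cells / Also added: sub-maximal oxytocin, roughly EC15 / Control set: EC15 oxytocin low, 75 nM oxytocin high / Schedule: 6 min compound pre-incubation at room temperature, 100 s kinetic read / Compound: single-point 3.0 µM / Replication: singlicate / Technique: Fluo-8 calcium dye fluorescence / Read-out basis: % activation of max/min ratio relative to oxytocin controls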
V1aR counter – V1a receptor agonism, counter-screen for OXTR agonists; P37288; CHO-V1R cells, Fluo-8 calcium fluorescence, agonist mode; 0% DMSO, 100% 3 nM vasopressin; activation, % at 3 µM; 0.25% of 320,000 active; AID 2797;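 active means activation above the mean activation of all tested compounds plus 3 SD, per screening run, cut at about 20% in these data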;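 further: signal is peak over basal fluorescence ratio across a 100 second FLIPR read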
Target sequence (P37288 whole entry, looked up): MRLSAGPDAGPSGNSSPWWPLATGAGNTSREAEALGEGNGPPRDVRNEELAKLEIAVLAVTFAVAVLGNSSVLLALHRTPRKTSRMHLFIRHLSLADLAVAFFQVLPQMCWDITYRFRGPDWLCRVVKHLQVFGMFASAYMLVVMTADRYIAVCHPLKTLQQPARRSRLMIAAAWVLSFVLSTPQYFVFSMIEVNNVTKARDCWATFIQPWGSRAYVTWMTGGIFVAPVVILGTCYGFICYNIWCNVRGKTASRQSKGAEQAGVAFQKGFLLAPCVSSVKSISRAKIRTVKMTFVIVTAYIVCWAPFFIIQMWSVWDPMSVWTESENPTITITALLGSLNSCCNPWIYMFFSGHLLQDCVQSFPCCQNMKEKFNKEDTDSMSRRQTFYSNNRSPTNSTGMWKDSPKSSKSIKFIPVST
GPR7 antag – antagonists of human GPR7 (neuropeptides B/W receptor 1) | GPR7-expressing cells, fluorescence antagonist assay | inhibition, % at 4.4 µM | 1.1% of 290,000 active; in the data active means inhibition above about 16%, passing the limit was not always enough;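 further: cells stimulated with the agonist NPW; 0% = agonist with vehicle and 100% = vehicle without agonist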
Target sequence (P48145 whole entry, looked up): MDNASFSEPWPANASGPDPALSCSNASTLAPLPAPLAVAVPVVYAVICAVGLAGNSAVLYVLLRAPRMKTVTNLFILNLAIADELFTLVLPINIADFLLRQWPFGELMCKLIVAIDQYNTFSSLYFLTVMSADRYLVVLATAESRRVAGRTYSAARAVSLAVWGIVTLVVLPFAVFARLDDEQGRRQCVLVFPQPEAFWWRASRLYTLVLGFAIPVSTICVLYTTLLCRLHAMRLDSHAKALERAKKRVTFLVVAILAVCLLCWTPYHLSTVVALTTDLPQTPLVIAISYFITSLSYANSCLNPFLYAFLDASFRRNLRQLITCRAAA
MEKK2 WT-MEK5 – raises or lowers MEK5 binding to wildtype human MEKK2 PB1 domain; Q9Y2U5; bead flow cytometry, Alexa488-MEK5 binding to MEKK2 WT; actives lie on both sides; binding response (% of control), % at 10 µM; 1.1% of 290,000 active; in the data active means binding response below about 67% or above about 130%
Numbers without * were called inactive; nt = not tested or not shown; [ ] = dose if it differs, or a comment.

SMILES	M18AAP inhibitor	NALP1 yeast inh	GalR3 antagonist	OXTR agonist	MEKK2 mut-MEK5	OXTR potentiate	V1aR counter	GPR7 antag	MEKK2 WT-MEK5
CC(=O)Nc1ccc(C(=O)OCC(=O)NC(=O)NC(C)(C)C)cc1	-11	-5	-5	-0.7	2	-9	0.7	-13	97
Cc1ccccc1NC(=O)COC(=O)c1cccc(S(=O)(=O)N2CCCCC2)c1	nt	nt	-4	0.5	nt	-5	0.7	nt	nt
O=C(CCNS(=O)(=O)c1ccc(OC(F)(F)F)cc1)N1CCN(C/C=C/c2ccccc2)CC1	1	27	-3	16	9	-11	14	1	113
O=C(NN=Cc1cccc([N+](=O)[O-])c1)c1cc(-c2cccnc2)nc2ccccc12	nt	nt	-6	-0.9	nt	-8	1.1	nt	nt
COCC(C)NS(=O)(=O)c1ccc(C)cc1 (stereo unspecified)	-19	0	-1	-0.7	11	-2	0.3	-8	112
Cc1cc(C)c(S(=O)(=O)Nc2cccc(S(=O)(=O)NC3=NCCC3)c2)c(C)c1	6	-2	0	0.2	nt	-1	0.5	-7	nt
Cc1ccccc1/C=N\NC(=O)c1ccc(Cn2cccn2)o1	-10	26	-8	1.5	-4	-6	0.6	-6	93
CN(C(=O)c1ccc(NC(=O)C2CCCN(C(=O)OC(C)(C)C)C2)cc1)C1CCCC1 (stereo unspecified)	nt	nt	-5	1.9	nt	-5	2.5	nt	nt
COc1ccc(S(=O)(=O)N(C)CC(=O)Nc2ccc3c(c2)OCCO3)cc1OC	3	26	-5	-1.9	11	-1	-1.3	-4	110
CC(CC(=O)NCC1CCCO1)c1ccccc1 (stereo unspecified)	-1	18	-1	-0.2	-2	-2	-0.5	-6	101
Cc1ccc(-n2c(O)c(/C=N/c3ncn[nH]3)c3ccccc3c2=O)cc1	37*	25	1	-0.4	12	1	-0.5	-14	107
COc1ccc(CCNS(=O)(=O)c2cccc(S(=O)(=O)N3CCCC3)c2)cc1OC	0	15	-4	nt	5	nt	nt	9	109
Cc1cc(C(C)(C)C)oc1C(=O)NCCCNC(=O)c1oc(C(C)(C)C)cc1C	4	2	-1	0.3	2	-1	-0.1	-12	109
Cc1nnc(Cl)c2nn(-c3ccccc3F)c(C)c12	-1	11	1	-0.8	6	-5	0.3	-7	109
COc1cc2c(cc1OC)C(c1ccccc1F)NCC2 (stereo unspecified)	3	11	-5	-1.3	9	-6	-0.7	-15	108
C[C@@H]1NC(=O)c2cc([N+](=O)[O-])cc(I)c2OCC[C@@H](C(=O)NC(CC(=O)O)C(N)=O)NC(=O)[C@H](CC(N)=O)NC1=O (stereo partly specified)	-2	27	nt	-0.2	2	-9	0.6	3	99
Cc1ccc(N2C(=O)C3C4C=CC(C4)C3C2=O)cc1 (stereo unspecified)	-7	20	-6	-0.1	7	-12	-0.7	4	106
Cc1ccccc1C(=O)Nc1ccccc1	-2	31*	1	-0.5	7	-6	0.7	-2	106
COC(=O)c1ccc(N2CCOCC2)c(NC(=O)c2ccco2)c1	-7	19	-2	-1.6	11	-9	-0.7	-3	106
CCOC(=O)C1(Cc2ccccc2)CCCN(C2CCCC2)C1 (stereo unspecified)	-1	-5	-4	-0.3	-16	-3	-0.9	12	89
CC(C(=O)NC1CCCCC1)N1CCN(S(=O)(=O)c2cccs2)CC1 (stereo unspecified)	nt	nt	-1	1.0	nt	-7	0.4	nt	nt
Cc1ccc(C2CC(c3ccc(Cl)cc3)n3nc(N)nc3N2)cc1 (stereo unspecified)	0	18	0	0.8	3	9	2.0	13	97
Cc1cc(C)nc(NS(=O)(=O)c2ccc(NC(=O)Nc3ccccc3)cc2)n1	-12	-6	-5	0.3	0	-5	1.4	-7	106
Cn1nc(-c2ccc(N3CCOCC3)c(NS(=O)(=O)c3ccc(Cl)cc3)c2)c2ccccc2c1=O	3	-13	-1	-1.7	5	-13	-0.4	-8	100
Cc1[nH][nH]c(=O)c1N=Nc1ccc(S(N)(=O)=O)cc1	nt	nt	4	0.7	nt	-10	0.7	nt	nt
Cc1ccccc1NS(=O)(=O)c1cc(S(C)(=O)=O)ccc1Cl	8	-4	0	0.1	-6	-7	1.3	-3	95
Cc1cccc(Nc2nnc(SCC(=O)Nc3ccccc3[N+](=O)[O-])s2)c1	-6	44	0	0.3	-1	-13	2.6	-3	95
CCOC(=O)Cn1c(CN2CCOCC2)nc2c1c(=O)[nH]c(=O)n2C	1	-67	nt	0.0	10	-5	0.0	4	110
Cc1nc2cc(NC(=O)c3ccco3)ccc2n1C	3	-3	-5	0.1	7	-2	0.2	-17	106
Cc1ccc2nc3n(c2c1)CCCN3	nt	nt	-8	0.4	nt	7	1.4	nt	nt
COc1cc(NC(=O)C2CCCO2)c(C(=O)O)cc1OC (stereo unspecified)	5	16	nt	0.8	5	-11	-0.8	-2	103
CCOC(=O)N1CCC(N2C(=O)c3ccccc3C2Nc2ccc3c(C)cc(=O)oc3c2)CC1 (stereo unspecified)	4	17	nt	-1.6	4	0	-0.8	-4	94
Cc1ccccc1N(CC(=O)NC1CCCCC1)C(=O)CCCC(=O)Nc1ccccn1	2	3	-11	-0.4	-4	-7	-0.8	38*	96
O=C(NNC(=O)C1CCCC1)c1ccc(F)cc1	3	2	-5	0.2	2	-7	-0.7	-4	101
CCCCN(C(C)=O)c1c(N)n(CCC)c(=O)n(CC(=O)Nc2cc(Cl)cc(Cl)c2)c1=O	5	4	-3	-0.5	3	-5	-0.3	8	104
CC(NC(=O)c1ccc(Cn2cc([N+](=O)[O-])cn2)cc1)c1ccccc1 (stereo unspecified)	2	19	-2	7.3	-3	-9	4.5	6	93
O=[N+]([O-])c1ncccc1OCc1ccccc1Br	8	0	-10	-1.6	-2	-11	-0.6	-5	98
Cc1ccc(N2CC(C(=O)OCC(=O)Nc3ccc(Cl)cc3)CC2=O)cc1 (stereo unspecified)	nt	nt	-4	0.5	nt	-8	1.2	nt	nt
COC(=O)CN1C(=O)Nc2ccc(C)cc2C1c1ccccc1 (stereo unspecified)	-9	8	-3	1.3	-12	-7	1.0	-4	85
COC(=O)C(NC(=O)Nc1ccccc1OC)C(C)C (stereo unspecified)	6	10	0	-1.2	5	-12	-0.6	-10	103
CCOC(=O)Cc1csc(NC(=O)Cc2ccccc2[N+](=O)[O-])n1	4	11	0	-0.9	-3	-4	3.3	-10	95
CC(C)N1C/C(=C/c2ccsc2)C(=O)/C(=C/c2ccsc2)C1	-3	nt	-1	-1.2	10	-14	-1.6	-4	104
COc1ccc2cc(C(=O)COC(=O)COc3ccc4c(C)cc(=O)oc4c3)ccc2c1	1	16	-13	-1.4	1	-6	-0.9	-3	101
CC(C)(C)C(=O)Nc1nc2c(s1)CN(Cc1ccccc1)CC2	-4	20	-4	0.3	-5	-6	0.2	-14	102
O=C(COC(=O)c1ccccc1)Nc1ccccc1Br	2	6	-4	-2.1	-16	-4	-1.1	-6	54*[inhibitor]
CCC(=O)c1ccc(OCC(O)CNCc2ccc(F)cc2)cc1 (stereo unspecified)	-9	32	-4	3.4	15	-2	2.3	0	110
CC(C)CC1CC(C)(c2csc(NNC(=O)c3ccccc3)n2)OC1=O (stereo unspecified)	33*	-18	-6	8.7	-4	-13	8.0	-15	95
O=C(/C=C/c1cccc(F)c1)N1CCc2ccccc21	1	12	-1	-1.8	0	-3	-1.9	4	102
CN(Cc1ccccc1)C(=O)COC(=O)c1cc([N+](=O)[O-])ccc1N1CCOCC1	nt	nt	-3	-1.4	nt	-4	-0.2	nt	nt
O=C(COc1ccc(Cl)cc1Cl)NC(=O)N1CCOCC1	-9	19	0	-0.2	1	3	-0.5	4	96
O=C(Nc1ccccc1OC(F)F)c1cccc(S(=O)(=O)N2CCCC2)c1	14	16	1	-1.2	-9	-4	0.7	-10	96
CN1C(=O)c2ccc(C(=O)Nc3ccc4c(c3)OCO4)cc2C1=O	-2	23	-3	-0.5	0	3	0.0	2	104
Cc1ccc(/C=C/c2ccc(=O)n(Cc3ccc(Cl)cc3Cl)n2)cc1	-4	-1	-1	-0.1	nt	-8	0.8	-15	nt
CCOC(=O)/C(C#N)=C1/CCCCCN1C	-8	-2	2	-0.2	-2	-8	0.0	-8	99
CC[C@@H](C(=O)[C@@H](C)[C@@H](O)[C@H](C)CCc1ccc(C)c(O)c1C(=O)O)[C@H]1O[C@](CC)([C@H]2CC[C@](O)(CC)[C@H](C)O2)C[C@@H]1C	0	14	nt	32*	3	-9	42*	48*	93
COc1ccc(/C=N/N2CCN(Cc3ccccc3)CC2)cc1	-2	15	-7	nt	5	nt	nt	-16	108
O=C(Nc1ccccn1)c1ccc2nc(-c3ccccc3)c(-c3ccccc3)nc2c1	7	6	nt	0.0	-1	-6	0.4	-2	106
CCCCC(C(=O)OCC(=O)c1ccc(OC)cc1)N1C(=O)c2ccccc2C1=O (stereo unspecified)	0	-10	-6	2.4	3	-8	1.6	-2	106
N#CC1(NC(=O)COC(=O)Cc2n[nH]c(=O)c3ccccc23)CCCCC1	nt	nt	-3	0.9	nt	-6	0.1	nt	nt
Cc1ccc(-c2[nH]nc3c2C(c2cccnc2)C(C#N)=C(N)O3)cc1 (stereo unspecified)	-2	1	-5	-1.2	3	2	0.2	-16	103

Next results:
SMILES	M18AAP inhibitor	NALP1 yeast inh	GalR3 antagonist	OXTR agonist	MEKK2 mut-MEK5	OXTR potentiate	V1aR counter	GPR7 antag	MEKK2 WT-MEK5
COc1cccc2oc(-c3ccco3)cc(=O)c12	8	17	-4	-0.7	3	-7	-1.0	1	103
COc1ccccc1S(=O)(=O)Cc1ccc(C(=O)NCc2ccco2)o1	-3	35	-6	0.8	0	-9	0.1	-9	101
CC1Cc2ccccc2N1C(=O)COC(=O)CCc1nc2ccccc2c(=O)[nH]1 (stereo unspecified)	3	-5	-3	-2.1	-6	-7	-0.7	0	92
CC(=O)Nc1ccc(-n2nnnc2SCC(=O)NC2CCCC2)cc1	-2	14	-8	0.5	-2	-5	0.9	-1	97
Cc1ccc(SCC(=O)OCC(=O)NCc2cccs2)cc1C	nt	nt	-5	-1.7	nt	-10	-0.3	nt	nt
Cc1[nH]c2ccccc2c1C(=O)COc1ccccc1F	3	-7	-1	0.4	-39	-14	0.2	13	103
CCc1ccc2[nH]c(=O)c(CN(CCO)C(=O)NCc3ccccc3)cc2c1	nt	9	-3	-1.4	8	-4	1.1	nt	94
O=C(CSc1nccn1-c1cccc(Cl)c1)Nc1ccc2c(c1)OCCO2	8	3	-5	-0.3	-2	-8	1.2	-1	99
O=c1c(Sc2ccccc2)c(C(F)(F)F)[nH]n1-c1ccccc1	4	2	-4	1.0	4	-7	5.4	-2	102
O=C(Nc1cc(Cl)cc(Cl)c1)N1CCCN(Cc2ccccc2)CC1	-2	8	-8	0.6	-4	-7	3.6	16	105
Cc1cccc(C)c1-n1c(=O)n(Cc2ccccc2)c(=O)c2[nH]cnc21	0	2	3	0.6	-11	-1	-0.2	-10	90

Arranged by molar mass (falling): some entries from above.
SMILES	M18AAP inhibitor	NALP1 yeast inh	GalR3 antagonist	OXTR agonist	MEKK2 mut-MEK5	OXTR potentiate	V1aR counter	GPR7 antag	MEKK2 WT-MEK5
CC1Cc2ccccc2N1C(=O)COC(=O)CCc1nc2ccccc2c(=O)[nH]1 (stereo unspecified)	3	-5	-3	-2.1	-6	-7	-0.7	0	92
CCc1ccc2[nH]c(=O)c(CN(CCO)C(=O)NCc3ccccc3)cc2c1	nt	9	-3	-1.4	8	-4	1.1	nt	94
Cc1[nH]c2ccccc2c1C(=O)COc1ccccc1F	3	-7	-1	0.4	-39	-14	0.2	13	103

Not a hit list; any-hit rate near 4.1%.
